p-CIP stab down – p/CIP protein destabilization; AID 1984; Q05BA5; F442A p/CIP-EGFP cells, EGFP fluorescence, 16 h; decrease of EGFP signal, % at 10 µM; 290,000 tested, 0.01% active;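 active means EGFP signal decrease of at least 30% at 10 µM or well 3 SD below plate mean, unless failing retest; inactive means the rest, including hits failing retest or dose response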; further: some compounds called inactive have numbers as strong as hits; many of its hits are not listed in these tables
CRFR2-BP antag – CRF-BP/CRF-R2 complex antagonism; HEK293 CRF-R2/CRF-BP, CRF-induced calcium fluorescence; inhibition, % at 11.8 µM; 350,000 tested, 0.59% active;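 active means inhibition of the ligand-induced calcium signal above about 50% at the single tested concentration, limit read from the data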
CHRM4 PAM – positive allosteric modulators of human muscarinic M4 receptor; AID 624126; activation, % at 3 µM; 360,000 tested, 0.4% active; CHO-K1 hM4/Gqi5, Fluo-8 calcium fluorescence, ACh EC20; 0% = ACh EC20, 100% = maximal ACh;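 active means activation above its plate's cutoff, the mean activation of sample wells plus 3 SD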; further: some results filed as inactive read as strong as hits
MEKK3 PB1 HTS – modulators (inhibitors or enhancers) of MEK5 binding to human MEKK3 PB1 domain. AID 1529. binding response (% of control), % at 10 µM. bead-based flow cytometry, Alexa488-MEK5 binding to MEKK3; actives lie on both sides; 0 = blocked by unlabeled MEK5, 100 = vehicle. 290,000 tested, 1.4% active;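 active means binding response more than 3 SD above or below the average of its plate-row segment, actives on both sides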;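 further: Alexa488 bead fluorescence after subtracting the streptavidin-only scavenger bead signal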
GalR3 antag – antagonists of human GalR3; HEK293 GalR3-CNG cAMP membrane potential fluorescence; galR3 body fused to GalR1 C-terminus; inhibition, % at 3 µM; 360,000 tested, 0.44% active;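 active means inhibition above the screen-wide average plus 3 SD, cut at about 13% in these data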;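 further: forskolin and galanin both at EC90 stimulate the cells; cAMP rise reported by CNG channel membrane potential dye signal; 0% = forskolin plus galanin with DMSO and 100% = forskolin alone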
CRFBP-R2 agonist – agonists of human CRF-binding protein/CRF-R2 receptor complex | AID 588473 | HEK293 CRF-R2/CRF-BP, calcium dye fluorescence (FLIPR); percent of saturating CRF peptide response | 350,000 tested, 0.46% active | activation, % at 13.2 µM;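 active means activation of at least 50%, plus an integration ratio under a set limit after plate pattern correction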;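 further: plate controls were neutral control wells without compound for no effect and CRF at EC100 for full effect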
PHOSPHO1 inh – inhibitors of human PHOSPHO1 phosphatase; Q8TCT1; recombinant PHOSPHO1, absorbance phosphatase assay; inhibition, % at 13.3 µM; 290,000 tested, 1.1% active; AID 1565; in the data active means inhibition above about 60%
IDE inh – inhibits human insulin-degrading enzyme in HEK cells | 320,000 tested, 0.41% active | P14735 | AID 434962 | inhibition, % at 5.59 µM | FAbetaB cleavage, fluorescence polarization;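 active means percent inhibition above the average of all tested compounds plus 3 SD, set per screening campaign, cut at about 16% in these data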;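 further: IDE supplied by intact live HEK cells; FP after avidin binding of uncleaved biotin substrate so inhibition keeps polarization high; 0% = DMSO wells and 100% = 60 µM reference IDE inhibitor Ii1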
Target sequence (P14735 whole entry, looked up): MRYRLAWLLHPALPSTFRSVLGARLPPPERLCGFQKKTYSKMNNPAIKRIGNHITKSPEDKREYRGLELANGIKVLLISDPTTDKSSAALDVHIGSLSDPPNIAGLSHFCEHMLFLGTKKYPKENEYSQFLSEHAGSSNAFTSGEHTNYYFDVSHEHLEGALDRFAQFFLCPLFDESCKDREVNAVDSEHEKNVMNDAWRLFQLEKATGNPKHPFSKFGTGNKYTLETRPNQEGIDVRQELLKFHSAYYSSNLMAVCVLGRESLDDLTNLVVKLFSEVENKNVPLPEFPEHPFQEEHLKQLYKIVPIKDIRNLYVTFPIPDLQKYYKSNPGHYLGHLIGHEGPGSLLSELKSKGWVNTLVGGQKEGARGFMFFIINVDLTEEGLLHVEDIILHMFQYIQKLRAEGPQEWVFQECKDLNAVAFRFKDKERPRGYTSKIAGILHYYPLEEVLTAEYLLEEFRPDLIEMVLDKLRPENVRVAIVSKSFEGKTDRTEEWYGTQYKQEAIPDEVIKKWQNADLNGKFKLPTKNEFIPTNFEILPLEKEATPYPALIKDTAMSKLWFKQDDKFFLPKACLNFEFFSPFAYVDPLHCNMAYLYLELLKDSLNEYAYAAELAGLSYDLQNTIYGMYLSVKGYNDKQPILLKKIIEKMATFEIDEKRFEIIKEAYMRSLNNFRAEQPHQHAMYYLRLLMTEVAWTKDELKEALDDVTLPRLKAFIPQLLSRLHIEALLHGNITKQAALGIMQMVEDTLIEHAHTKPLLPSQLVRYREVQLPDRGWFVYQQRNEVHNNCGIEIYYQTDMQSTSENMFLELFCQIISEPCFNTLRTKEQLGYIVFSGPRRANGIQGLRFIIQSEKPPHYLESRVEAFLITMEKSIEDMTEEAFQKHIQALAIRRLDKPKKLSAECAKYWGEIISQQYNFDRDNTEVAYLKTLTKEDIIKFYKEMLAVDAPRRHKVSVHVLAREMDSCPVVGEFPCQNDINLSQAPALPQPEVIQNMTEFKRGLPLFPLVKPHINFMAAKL
IDE act – IDE (human) activation, cell-based; 340,000 tested, 0.073% active; activation, % at 5.96 µM; P14735; HEK cells, FAbeta-B cleavage, fluorescence polarization; 0% vehicle, 100% cell-free pure enzyme wells;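 active means activation above the mean of all tested compounds plus 3 SD, set per screening campaign, cut at about 17% in these data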
* hit, by the source's call; · = no result given; [ ] = remark or other dose. An unsorted share of the library. Share with any hit: about 4.2%.

p-CIP stab down	CRFR2-BP antag	CHRM4 PAM	MEKK3 PB1 HTS	GalR3 antag	CRFBP-R2 agonist	PHOSPHO1 inh	IDE inh	mol	IDE act
2	-3	2	104	-1	-0.3	37	3	Cc1ccc(CNC(=O)C2CCCN(c3nc(C)cc(C)n3)C2)cc1 (stereo unspecified)	5
-26	-18	7	98	-6	-1.1	4	-2	CC(C)NCCCOc1ccc(Cl)cc1Br	2
-30	-113	-7	100	-3	167*	14	11	O=C(N/N=C\c1c(O)ccc2ccccc12)c1cncc(Br)c1	47*
-4	17	0	103	0	0.3	43	-6	COc1ccccc1CNS(=O)(=O)c1c(C(=O)N2CCCCCC2)c(C)n(C)c1C	8
-11	5	-4	102	-6	-1.4	34	-5	Cc1cc(C)nc(N(C#N)Cc2cccc([N+](=O)[O-])c2)n1	1
4	9	-2	102	-4	-0.2	26	-1	CCCSc1nc2ccccc2n1CC(=O)O	-3
-23	-6	7	102	2	-0.7	-3	3	Cc1ccc(/C=C/C(=O)c2cc(Br)ccc2OC(=O)c2ccco2)cc1	4
0	13	-8	104	-5	-0.2	31	2	COc1cc(NC(=O)CCC(=O)Nc2ccc3nc(N4CCOCC4)cc(C)c3c2)cc(OC)c1OC	4
-6	-1	-6	98	-4	-0.5	34	3	CC(C)(C)c1ccc(C(=O)CSc2ncn[nH]2)cc1	-7
-6	23	8	107	-6	7.2	-16	0	CCOc1cc(CNCc2ccccn2)ccc1OCC(=O)NC(C)(C)C	-2
2	18	19	100	3	-0.2	26	2	O=C(Nc1ccc(F)cc1F)c1csc(-c2ccccc2)n1	-6
-15	-13	4	98	-1	3.5	-14	0	O=C(NCc1ccco1)c1cnn2c(C(F)F)cc(-c3ccccc3)nc12	9
-5	-1	3	100	-7	1.4	23	4	CC1=C(C(N)=O)C(c2ccc(Cl)c(Cl)c2)n2ncnc2N1 (stereo unspecified)	3
-1	6	1	106	5	-0.4	-15	0	CCOc1ccc(C2CC(=O)NC(SC)=C2C#N)cc1 (stereo unspecified)	-3
·	7	-4	·	-1	3.4	·	2	CC(C)(C)OC(=O)NCc1ccc(CNC(=O)c2nc[nH]c2C(=O)NCc2ccc(CNC(=O)OC(C)(C)C)cc2)cc1	4
8	-23	0	99	-4	1.9	-16	-5	Cc1ccc(NC(=O)CCC(=O)NNC(=O)NC23CC4CC(CC(C4)C2)C3)cc1C	0
-4	-7	-1	96	-5	2.1	·	8	CCOc1ccc(N(CC(=O)N2CCCCCC2)S(C)(=O)=O)cc1	3
1	5	-3	87	-1	-1.2	43	-3	N#Cc1ccc(CSc2nnc(-c3cccnc3)o2)cc1	1
8	4	-6	102	-4	0.5	5	-4	COc1cc2c(cc1OC)CN(Cc1cc(=O)n3c(-c4ccccc4)csc3n1)CC2	3
-19	7	2	100	-4	-0.5	-7	-2	COc1ccc(NC(=O)CCNC(C)=O)cc1NS(=O)(=O)c1ccc(F)cc1	-3
4	-31	5	81	-3	5.3	32	0	CCC(=O)NC(=S)Nc1cccc(NC(=O)c2ccco2)c1	2
·	6	3	·	-2	8.6	·	3	C[C@H](CO)N1C[C@H](C)[C@@H](CN(C)S(C)(=O)=O)Oc2ccc(NC(=O)Cn3cnnn3)cc2C1=O	-1
-4	16	4	89	3	-2.2	14	2	Cc1ccc(NC(=O)N2CCCC2C(=O)Nc2ccc(-n3cnnn3)c(C)c2)cc1 (stereo unspecified)	-7
·	2	8	103	-3	-1.1	·	3	COC(=O)C[C@H]1c2cc(C(F)(F)F)ccc2S(=O)(=O)N1Cc1ccc(OC)cc1	2
-13	1	8	100	-5	-0.7	2	1	CCCc1cc(=O)[nH]c(SCc2ccccc2Cl)n1	6
-3	-9	-5	105	-2	-0.4	43	-3	CNc1cc(N2CCN(S(=O)(=O)N(C)C)CC2)ccc1[N+](=O)[O-]	-7
·	10	-5	·	-4	0.6	·	·	O=C(c1ccccc1)c1ccc(C(=O)N2CCN(c3ccccc3O)CC2)cc1	·
4	-15	-7	95	4	2.5	-21	6	Cc1c2ccccc2nc2c(F)c(NC(C)C)c(F)c(F)c12	5
6	-16	-7	1.0*[inhibitor]	8	0.1	7	2	CN(C)c1ccc(C(=O)n2nnc3ccccc32)cc1	7
·	0	-1	·	-5	1.0	·	·	CC(C)C(=O)Nc1cccc(COc2ccc(CN(CCc3ccccc3)C(=O)OC(C)(C)C)cc2)c1	1
8	-7	-14	98	-6	10	18	-1	CC(C)(O)C#Cc1ccc(CN2CCC(CO)(CCc3ccccc3)CC2)cc1	3
-5	26	2	89	-3	0.8	34	-3	O=C(Cc1ccc(Cl)cc1)Nc1cccc2ncccc12	-1
11	7	-6	97	1	-1.2	48	2	COc1cccc(NC(=O)Cn2c(=O)n(CCC(=O)NCc3ccco3)c(=O)c3ccccc32)c1	2
4	-29	-1	106	-7	-0.2	42	1	COc1ccc(C2=NO[C@@](CC(=O)O)(C(=O)Nc3ccc4c(c3)OCCO4)C2)cc1	1
-3	-7	11	101	-7	-0.4	4	4	Cc1c(C(=O)Nc2cccnc2Cl)oc2ccccc12	0
·	-6	11	·	2	-0.9	·	-5	CCCNC(=O)C(Cc1ccccc1F)NC(=O)c1ccccn1 (stereo unspecified)	4
·	-19	2	·	-3	-1.4	·	9	O=C(NC1CC(=O)N(c2ccc(Cl)cc2)C1)N1CCN(C(=O)c2ccco2)CC1 (stereo unspecified)	3
-16	4	1	92	-5	-0.2	8	3	CCOC(=O)N1CCN(Cc2nc3c(c(=O)[nH]c(=O)n3C)n2CCCc2ccccc2)CC1	-3
-9	-4	-3	104	0	-2.5	-9	-6	O=C(COC(=O)c1cccc2ccccc12)Nc1cccnc1Cl	1
12	2	7	96	0	1.2	-5	-3	COc1ccc(C2CC(=O)c3cnc(NC(=O)c4cc(OC)cc(OC)c4)nc3C2)cc1 (stereo unspecified)	2
-12	-6	-4	99	0	-0.2	2	-5	O=C(NNC(=O)C1CCN(Cc2ccccc2)CC1)c1cccc(Cl)c1	2
1	-10	2	103	-9	2.9	29	-5	CCN(CC(=O)NCc1ccc(Cl)cc1)C(=O)CCc1ccccc1	2
-17	6	0	112	-5	-0.2	3	2	CCOC(=O)c1c(NC(=O)C2C3C=CC(CC3)C2C(=O)O)sc(C)c1C (stereo unspecified)	-3
-4	2	5	95	-9	-6.0	14	5	CCc1nnc2n1N=C(c1ccc(Cl)cc1)CS2	5
-8	10	14	105	-4	-0.1	45	1	Cc1c(Cc2ccccc2)c(=O)oc2c(C)c(OCC(=O)N[C@@H](Cc3ccccc3)C(=O)O)ccc12	10
·	2	-3	·	1	-2.2	·	4	COCC(=O)N(C)C[C@H]1N[C@@](Cc2ccccc2)(C(=O)OC)[C@H]2C(=O)N(C)C(=O)[C@@H]12	-3
-3	-11	-1	89	-2	-2.3	41	1	Cc1onc(-c2ccccc2)c1NC(=O)N(CCC#N)Cc1cccs1	9
-8	·	·	101	·	·	7	-1	Cc1cc(C(=O)CSc2cccc[n+]2[O-])c(C)n1-c1ccc(Br)cc1	·
-11	1	6	103	27*	3.8	-11	0	O=[N+]([O-])c1cc(S(=O)(=O)c2ccc(N3CCCCC3)c([N+](=O)[O-])c2)ccc1N1CCCCC1	-5
·	1	14	·	-5	-3.7	·	-1	NC(=O)c1cc([N+](=O)[O-])ccc1NCc1cccc([N+](=O)[O-])c1	4
7	-5	-3	99	-2	3.0	-14	9	Cc1ccc(S(=O)(=O)N2CCCCC2)cc1NC(=O)Nc1ccc(Cl)cc1Cl	4
6	11	-3	105	-1	0.8	-24	·	O=Cc1ccc(-c2ccc([N+](=O)[O-])cc2Cl)o1	2
-9	25	3	99	7	-1.6	44	2	Cc1ccc(C(=O)CSc2nnc(-c3cccs3)n2C)o1	1
15	12	0	100	-2	-2.2	11	1	CCCN(CCC)CCCNC(=O)CN1C(=O)CSc2ccc(S(=O)(=O)N3CCOCC3)cc21	-2
3	-3	10	100	-10	0.3	-12	-2	COc1ccc(-c2csc(N3C(=O)C4C5c6ccccc6C(c6ccccc65)C4C3=O)n2)cc1 (stereo unspecified)	2
-2	11	-4	100	0	-0.3	66*	·	CCOC(=O)CC1(NC(=O)C2CCC(=O)N(Cc3ccccc3OC)C2)CCCCC1 (stereo unspecified)	2
·	29	9	·	-5	-0.1	·	0	CCOc1ccc(S(=O)(=O)N2CCCCC2)cc1NC(=O)CCc1ccc(OC)cc1	2
1	2	6	102	-7	-1.2	26	-4	COc1ccc(Cl)cc1S(=O)(=O)NC(C)C(=O)NCc1cccnc1 (stereo unspecified)	0
-7	19	14	104	-2	-2.1	15	-1	Cc1nc2ccccc2cc1C(=O)NCc1ccco1	4
-1	-15	-29	96	-4	0.2	24	-1	COc1ccc(C2CC(c3ccccc3OC(C)=O)=NN2C(C)=O)cc1 (stereo unspecified)	-5

Full records, quoted from the list. Order of values: p-CIP stab down	CRFR2-BP antag	CHRM4 PAM	MEKK3 PB1 HTS	GalR3 antag	CRFBP-R2 agonist	PHOSPHO1 inh	IDE inh	IDE act
Cc1onc(-c2ccccc2)c1NC(=O)N(CCC#N)Cc1cccs1 in the list: -3	-11	-1	89	-2	-2.3	41	1	9
O=C(NNC(=O)C1CCN(Cc2ccccc2)CC1)c1cccc(Cl)c1 in the list: -12	-6	-4	99	0	-0.2	2	-5	2
CCN(CC(=O)NCc1ccc(Cl)cc1)C(=O)CCc1ccccc1 in the list: 1	-10	2	103	-9	2.9	29	-5	2
Cc1cc(C(=O)CSc2cccc[n+]2[O-])c(C)n1-c1ccc(Br)cc1 in the list: -8	·	·	101	·	·	7	-1	·

More structures
p-CIP stab down	CRFR2-BP antag	CHRM4 PAM	MEKK3 PB1 HTS	GalR3 antag	CRFBP-R2 agonist	PHOSPHO1 inh	IDE inh	mol	IDE act
·	29	-9	·	-4	-4.1	·	·	Cn1c2c(c3ccccc31)CCN(CCCCN1CCN(c3ccccc3)CC1)C2=O	2
9	8	-1	92	-1	-2.1	8	3	COC(=O)c1ccc(NC(=S)NN2CCCCC2c2cccnc2)cc1 (stereo unspecified)	-1
·	2	2	·	-2	0.2	·	·	Cc1ccc(NC(=O)C(C)OC(=O)c2cc(=O)[nH]c3ccccc23)cc1S(=O)(=O)N1CCOCC1 (stereo unspecified)	2
·	-7	5	·	-3	1.5	·	-1	CC(Oc1ccc(F)cc1)C(=O)Nc1ccccc1C(=O)NC1CC1 (stereo unspecified)	2
·	-34	12	·	-7	-0.9	·	·	Cc1ccc2c(c1)C(=O)CC(c1ccccc1)S2 (stereo unspecified)	-2
-7	-5	12	100	-4	0.7	14	0	N#C/C(=C\c1cn(-c2ccccc2)nc1-c1cccnc1)c1nnc2n1CCCCC2	-1
-1	12	18	95	-3	-0.3	6	9	Cc1ccc(N/C(=C\C(=O)c2ccccc2)C(=O)O)cc1	-2
-3	1	-31	101	-4	-0.4	2	2	CCC1C=C(c2ccccc2)C=CN=C1N(CC)CC (stereo unspecified)	0
·	-20	7	·	-8	-5.1	·	4	Cc1nc(SCC(=O)NNC(=O)c2ccc(F)cc2)c2ccccc2n1	2
-1	-8	7	97	-2	0.4	-2	2	CN1CCN(C(=O)c2cc3c(ccc4ccccc43)oc2=O)CC1	1
-6	-16	-7	106	-4	3.3	41	9	CC(C)Oc1ccc(C(=O)Nc2ccc(NC(=O)c3ccco3)c(Cl)c2)cc1	3
-10	4	-13	105	2	0.3	25	0	COc1ccc(-c2cc(C(=O)N(C)Cc3ccc(OC)c(OC)c3OC)c3ccccc3n2)cc1OC	3
10	1	-7	100	-6	0.5	48	-3	O=C(O)CCCNC(=O)/C=C/c1ccco1	4
